Source: PubChem (Southern Research Specialized Biocontainment Screening Center)
H37Rv inhibition – M. tuberculosis growth inhibition, HTS (AID 449762); M. tuberculosis H37Rv growth inhibition, 7H9 media; higher % means a stronger effect; one-dose inhibition, % at 25 µM; IC50 in µM for titrated hits; hit rate 0.59% among 330,000; in the data active means a potency from the dose series; inconclusive means inhibition above about 70% without an active follow-up result;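 further: bacterial growth assessed after seven days of incubation; strong numbers were not always called active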
Salmonella PhoP GFP – PhoP regulon inhibitors, Salmonella typhi PhoP promoter GFP reporter, confirmatory (AID 1850) | Salmonella Typhi PhoP-promoter GFP reporter, fluorescence, 4 h; higher % means a stronger effect | one-dose inhibition, % at 50 µM; IC50 in µM for titrated hits | hit rate 0.33% among 310,000; in the data active means a potency from the dose series; inconclusive means inhibition mostly from about 25% at the one dose, without a potency; inactive means the rest, 99 in 100 with inhibition below about 19%;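 further: 0% = induced wells with vehicle and 100% = uninduced wells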
influenza NS1A – H1N1 influenza NS1A inhibitors, functional cell based assay (AID 504329) | NS1A functional cell-based assay, percent inhibition; higher % means a stronger effect | inhibition, % at 12.5 µM, or IC50 in µM where a hit was titrated | hit rate 0.3% among 340,000; in the data active means a potency from the dose series; inconclusive means inhibition above about 27% without an active follow-up result; further: strong numbers were not always called active
VEEV TC-83 Vero – inhibitors of VEEV TC-83 cytopathic effect, confirmation, Vero cells (AID 588727). Vero cells, VEEV TC-83 cytopathic effect inhibition; higher % means a stronger effect. inhibition, % at 20 µM; hits with a dose series show IC50 in µM. hit rate 0.13% among 350,000; in the data active means a potency from the dose series; inconclusive means inhibition mostly from about 14% at the one dose, without a potency; inactive means the rest, 99 in 100 with inhibition below about 12%; further: strong numbers were not always called active
tuberculosis growth – growth inhibition of non-replicating M. tuberculosis (AID 488890); Mycobacterium tuberculosis non-replicating, growth inhibition; higher % means a stronger effect; inhibition, % at 25 µM; hits with a dose series show IC50 in µM; hit rate 0.39% among 320,000; in the data active means a potency from the dose series; inconclusive means inhibition mostly from about 82% at the one dose, without a potency; inactive means the rest, 99 in 100 with inhibition below about 76%;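 further: plate controls were DMSO cells for no effect and high antibiotic wells for full effect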
VEEV TC-83 Vero 10K pilot screen – further read-out of VEEV TC-83 Vero, marked with its call; inhibition, %; measured here: 10K pilot screen inhibition
* = called active by the depositor; i = inactive; ? = inconclusive; · = not tested or not shown.

SMILES	H37Rv inhibition	Salmonella PhoP GFP	influenza NS1A	VEEV TC-83 Vero	tuberculosis growth	others
O=C(NNC(=S)NC(=O)c1ccccc1[N+](=O)[O-])c1ccccc1[N+](=O)[O-]	1%	16%	0%	0.5%	-15%
COc1ccccc1NC(=O)CSc1nnc(C2CCCCC2)n1N	-2%	6%	-2%	1.7%	2%
Cc1ccc(CNC(=O)C2CCC(CNc3c(N4CCC(C)CC4)c(=O)c3=O)CC2)cc1 (stereo unspecified)	-4%	14%	5%	0.7%	25%
CCC(CC)NC(=O)Nc1ccc(F)c(Cl)c1	-2%	2%	-15%	i	37%
CCOC(=O)N1CCc2c(sc3[nH]c(=S)[nH]c(=S)c23)C1	1%	4%	·	·	-21%
COc1ccc(C2SCC(=O)Nc3c2c(C)nn3C2CCOC(C)(C)C2)cc1OC (stereo unspecified)	-17%	-4%	-6%	2.0%	4%
CCc1ccc(CNCc2ccc(OCC(O)CN(C)Cc3ccccc3)cc2)nc1 (stereo unspecified)	7%	24%	-8%	i	77%
O=C1c2ccccc2C(=O)N1CCCc1nc2ccccc2c(=O)n1CCCn1ccnc1	-6%	-2%	-22%	1.2%	-7%	VEEV TC-83 Vero 10K pilot screen=0.0
O=C(c1cc(COc2c(F)cccc2F)on1)N1CCC(c2ccncc2)CC1	0%	3%	6%	i	43%
Cc1ccn2c(=O)nc(SCC(=O)NCc3ccccc3)nc2c1	-13%	4%	-3%	1.8%	8%

The list goes on; the last three above are carried over.
SMILES	H37Rv inhibition	Salmonella PhoP GFP	influenza NS1A	VEEV TC-83 Vero	tuberculosis growth	others
O=C1c2ccccc2C(=O)N1CCCc1nc2ccccc2c(=O)n1CCCn1ccnc1	-6%	-2%	-22%	1.2%	-7%	VEEV TC-83 Vero 10K pilot screen=0.0
O=C(c1cc(COc2c(F)cccc2F)on1)N1CCC(c2ccncc2)CC1	0%	3%	6%	i	43%
Cc1ccn2c(=O)nc(SCC(=O)NCc3ccccc3)nc2c1	-13%	4%	-3%	1.8%	8%
Cc1ccc(NC(=O)c2cccc(NC3=NC4CS(=O)(=O)CC4S3)c2)cc1C (stereo unspecified)	-7%	-13%	-1%	2.6%	-22%
O=C(NCCOc1ccc(F)cc1)C1CCC(=O)N(CCN2CCOCC2)C1 (stereo unspecified)	-8%	-6%	-4%	1.5%	-13%
Cn1c(NC(=O)C(C)(C)Oc2ccc(Cl)cc2)cc(=O)n(C)c1=O	2%	2%	-1%	6.3%	·
COc1cccc(NC(=S)N2CCN(C(c3ccccc3)c3ccccc3)CC2)c1	-1%	-5%	13%	0.7%	10%
CCN(CC)S(=O)(=O)c1ccc(NC(=O)c2cc(=O)[nH]c3ccccc23)cc1	7%	-20%	-1%	1.8%	3%
CC(NC1=NCCS1)c1ccccc1 (stereo unspecified)	-6%	-2%	-24%	0.3%	-5%
N#CC1(Cc2ccccc2)c2ccccc2C=CN1C(=O)c1ccccc1 (stereo unspecified)	0%	1%	1%	1.4%	44%	VEEV TC-83 Vero 10K pilot screen=0.6
COc1cccc2c1cc1c(=O)n(CC(=O)N3CCC(C)CC3)nc(C)n12	3%	-4%	-6%	1.1%	-3%
Cc1cc(=O)oc2cc(OCC(=O)N3CCOCC3)ccc12	·	·	2%	1.2%	·
CSc1ccccc1NC(=O)Nc1cccc(Cl)c1Cl	0%	-12%	-12%	0.7%	-5%

Of the compounds above, five contain four or more nitrogen atoms:
SMILES	H37Rv inhibition	Salmonella PhoP GFP	influenza NS1A	VEEV TC-83 Vero	tuberculosis growth	others
O=C(NNC(=S)NC(=O)c1ccccc1[N+](=O)[O-])c1ccccc1[N+](=O)[O-]	1%	16%	0%	0.5%	-15%
COc1ccccc1NC(=O)CSc1nnc(C2CCCCC2)n1N	-2%	6%	-2%	1.7%	2%
O=C1c2ccccc2C(=O)N1CCCc1nc2ccccc2c(=O)n1CCCn1ccnc1	-6%	-2%	-22%	1.2%	-7%	VEEV TC-83 Vero 10K pilot screen=0.0
Cc1ccn2c(=O)nc(SCC(=O)NCc3ccccc3)nc2c1	-13%	4%	-3%	1.8%	8%
COc1cccc2c1cc1c(=O)n(CC(=O)N3CCC(C)CC3)nc(C)n12	3%	-4%	-6%	1.1%	-3%

More entries.
SMILES	H37Rv inhibition	Salmonella PhoP GFP	influenza NS1A	VEEV TC-83 Vero	tuberculosis growth	others
CCOCC(=O)Nc1nc2ccc(OCC)cc2s1	?	15%	-8%	4.9%	·
O=C(Nc1cccc(Cl)c1)C1C2C=CC3(O2)C1C(=O)N(CCN1CCCCC1)C3C(=O)NC1CCCCC1 (stereo unspecified)	1%	-15%	-5%	i	22%
O=C(CSc1nc2ccccc2c(=O)n1-c1ccc(F)cc1)Nc1ccc2c(c1)CCC2	3%	-8%	-3%	3.0%	33%
CCCn1c(=S)[nH]c2sc3c(c2c1=O)CCCC3	2%	7%	6%	i	0%
Cc1ccc2nc(C3CCN(C(=O)c4ccco4)CC3)[nH]c2c1	-6%	-5%	-4%	1.3%	8%	VEEV TC-83 Vero 10K pilot screen=0.7
Cc1ccc(S(=O)(=O)CNC(=S)c2cccc(Cl)c2)cc1	-6%	2%	-8%	0.1%	70%
Cc1cccc(N2CCN(Cc3c(C)n(C)n(-c4ccccc4)c3=O)CC2)c1C	3%	2%	-24%	i	8%
COC(=O)c1c(C)[nH]c(C(=O)C(C)OC(=O)C2CC(=O)N(c3ccc(C)cc3)C2)c1C (stereo unspecified)	-3%	·	-17%	i	24%
O=C(Oc1ccc(/C=N/Nc2ccccc2)cc1)c1ccccc1	29%	0%	8%	8.5%	?
CC(=O)c1ccc(N2CCN(C(=O)/C=C/c3ccc(S(=O)(=O)NCc4ccco4)cc3)CC2)cc1	0%	5%	8%	9.8%	56%
Cc1ccc(/C=C/C(=O)OCC(=O)NC(C)C)o1	11%	6%	4%	0.7%	4%
C=CCn1c(COc2ccccc2)nc2ccccc21	13%	4%	-20%	i	24%
O=C1CCCc2c1nc(-c1ccc([N+](=O)[O-])cc1)n2O	0%	9%	-4%	1.0%	-10%
Cc1nn(C)c(C)c1/C=C(\C#N)C(N)=O	1%	-7%	-2%	1.1%	-7%
COc1ccc(OCc2nnc(SCC(=O)c3ccccc3)o2)cc1	9%	1%	8%	0.5%	49%	VEEV TC-83 Vero 10K pilot screen=1.0
CC(C)(C)NC(=O)c1cccc(NC(=O)Cc2ccc(Br)cc2)c1	3%	-24%	-4%	i	21%
Clc1ccccc1-c1nnc2sc(-c3ccccn3)nn12	·	·	-5%	i	·
O=C(COC(=O)c1ccc(O)cc1)NCCc1c[nH]c2ccccc12	4%	·	-3%	9.1%	23%
Cn1c(=O)n(C)c2cc(S(=O)(=O)NCCO)ccc21	-7%	-5%	1%	0.3%	-33%
Cc1cc2c(Nc3ccccc3)ncnc2s1	5%	7%	3%	i	10%

Compounds above containing a thiophene ring, fused or not:
SMILES	H37Rv inhibition	Salmonella PhoP GFP	influenza NS1A	VEEV TC-83 Vero	tuberculosis growth	others
CCOC(=O)N1CCc2c(sc3[nH]c(=S)[nH]c(=S)c23)C1	1%	4%	·	·	-21%
CCCn1c(=S)[nH]c2sc3c(c2c1=O)CCCC3	2%	7%	6%	i	0%
Cc1cc2c(Nc3ccccc3)ncnc2s1	5%	7%	3%	i	10%

Other compounds follow.
SMILES	H37Rv inhibition	Salmonella PhoP GFP	influenza NS1A	VEEV TC-83 Vero	tuberculosis growth	others
Cc1ccccc1-n1cnc2c(sc3nc(N4CCOCC4)c4c(c32)CCCC4)c1=O	60%	5%	8%	6.4%	64%
CCC1CCCCN1c1nc(-c2ccncc2)nc2ccccc12 (stereo unspecified)	·	2%	-2%	i	·
COc1ccc(NC(=O)CSCc2ccc(C#N)cc2)c(OC)c1	11%	3%	-18%	3.0%	15%
CCOC(=O)C(CC(=O)O)NCc1ccco1 (stereo unspecified)	3%	-4%	-13%	3.8%	-8%
CCCn1c(=S)[nH]c2cc(C(=O)N3CCCC(C(=O)OCC)C3)ccc2c1=O (stereo unspecified)	-2%	-4%	-19%	i	58%
Cn1nc(C(=O)NC2CCCCC2)c2c1-c1ccccc1S(=O)(=O)C2	11%	-16%	7%	1.4%	-7%
COc1cccc2cc(C(=O)N3C(C)CCCC3C)c(=O)oc12 (stereo unspecified)	5%	9%	8%	0.1%	-2%
Cc1cc(C2=NNC(=Nc3ccccc3)SC2)c(C)n1C	7%	0%	10%	5.9%	22%
C=C(C)c1cccc(C(C)(C)NC(=O)N2CCCCC2CC)c1 (stereo unspecified)	14%	16%	4%	i	29%
CC(C)(C)c1ccc(S(=O)(=O)N2CC(=O)Nc3ccccc32)cc1	-2%	4%	9%	0.7%	-5%	VEEV TC-83 Vero 10K pilot screen=1.1
COc1cccc(-c2nnn(CC(=O)Nc3ccc(C)cc3C)n2)c1OC	9%	-4%	5%	3.2%	-15%
O=[N+]([O-])c1ccc(N2CCOCC2)cc1	·	·	-19%	2.8%	·
Nc1c(C(=O)O)cnc2c(-c3ccc(Cl)cc3)cnn12	25µM*	4%	-20%	0.7%	77%
Cc1ccc(N2CC(C(=O)N3CCC(c4nc5ccccc5[nH]4)CC3)CC2=O)cc1C (stereo unspecified)	7%	-4%	-1%	11%	8%
COc1ccc(NC(=O)[C@@H]2[C@@H]3C(=O)N(C4CCCCC4)C(=O)[C@@H]3C3c4ccccc4C=CN32)cc1 (stereo partly specified)	-1%	-3%	-1%	6.0%	15%
COc1ccc(CN2CCN(CCCCOc3ccc(Cl)cc3)CC2)c(OC)c1OC	10%	-3%	-2%	i	65%
CCc1c(C)c2ccc(O)c(CN3CCCC3)c2oc1=O	5%	12%	-9%	i	-7%
COCC(=O)N[C@@H]1c2ccccc2CC[C@@H]1OCc1ccccc1	·	·	-23%	i	·
COc1ccc2nc(/C=N/NC(=O)CCNC(=O)OC(C)(C)C)ccc2c1	2%	-3%	-3%	2.3%	17%
O=C(NCc1ccco1)C1CCN(S(=O)(=O)c2cccc3cccnc23)CC1	-1%	5%	6%	0.1%	·
Cc1nn(C)c(Cl)c1CN1CCC(n2nccc2NC(=O)C2CCCC2)CC1	-4%	-5%	-3%	2.7%	-3%
C=CCn1c(=O)c2ccc(C(=O)NCc3ccccc3)cc2n(Cc2ccc(C)cc2)c1=O	2%	-13%	-2%	0.1%	·
Cc1ccc(NC(=O)c2ccc(S(=O)(=O)NCC3CCCO3)cc2)cc1C (stereo unspecified)	57%	11%	2%	1.3%	5%
Cc1noc(C)c1COc1ccc(C(=O)N2CCC(C(N)=O)CC2)cc1	-2%	·	-7%	2.0%	24%
O=C(c1cc2cc(Cl)ccc2[nH]1)N1CCN(c2ccccn2)CC1	4%	-5%	-7%	i	-4%
COc1cc(NC(=O)C2=C(N3CCOCC3)/C(=C\c3ccc(Br)cc3)CC2)cc(OC)c1OC	5%	-5%	2%	9.3%	-45%
CCC(=O)Nc1cccc(C2=NOC3(C2)C[C@@H](C(N)=O)N(C(=O)CC)C3)c1 (stereo partly specified)	-1%	0%	2%	1.3%	-5%
CCOc1ccccc1NC(=O)CCNS(=O)(=O)c1cccc2nsnc12	0%	5%	0%	i	-6%
